UHRF1 binding: human UHRF1 methylated DNA binding inhibitors; Q96T88; UHRF1 binding to methylated oligo, TR-FRET; inhibition, % at 4.4 µM; actives 0.75% (n = 370,000); AID 687016; in the data active means inhibition above about 21%;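 further: UHRF1 SRA domain binding a hemimethylated CpG hairpin DNA probe; 0% = median of test compound wells and 100% = reference inhibitor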
KLK7 zymogen act: proKLK7 (human) activation, primary screen | purified proKLK7, EDANS-DABCYL substrate fluorescence; 100% is mature enzyme control, 0% vehicle | AID 652039 | P49862 | activation, % at 7 µM | actives 0.9% (n = 370,000);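 active means activation above the mean of all tested compounds plus 3 SD, computed per campaign excluding outliers beyond control limits, cut at about 13% in these data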
Target sequence (P49862 whole entry, looked up): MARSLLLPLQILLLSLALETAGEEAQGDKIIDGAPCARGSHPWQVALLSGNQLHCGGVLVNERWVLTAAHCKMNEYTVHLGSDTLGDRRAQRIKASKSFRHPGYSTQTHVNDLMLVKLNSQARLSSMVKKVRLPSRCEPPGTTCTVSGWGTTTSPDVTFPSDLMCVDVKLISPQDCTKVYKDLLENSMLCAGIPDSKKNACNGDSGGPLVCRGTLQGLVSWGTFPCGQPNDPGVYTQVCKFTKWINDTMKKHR
ASAP1 GAP inh: inhibitors of human ASAP1 ArfGAP activity | ASAP1-stimulated ARF1 GTP hydrolysis, GDP FP detection | inhibition, % at 16.5 µM | actives 0.19% (n = 360,000); in the data active means inhibition above about 25%;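 further: 0% = vehicle with enzyme and substrate and 100% = no enzyme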
Target sequence (Q9ULH1 325-724 limits assumed): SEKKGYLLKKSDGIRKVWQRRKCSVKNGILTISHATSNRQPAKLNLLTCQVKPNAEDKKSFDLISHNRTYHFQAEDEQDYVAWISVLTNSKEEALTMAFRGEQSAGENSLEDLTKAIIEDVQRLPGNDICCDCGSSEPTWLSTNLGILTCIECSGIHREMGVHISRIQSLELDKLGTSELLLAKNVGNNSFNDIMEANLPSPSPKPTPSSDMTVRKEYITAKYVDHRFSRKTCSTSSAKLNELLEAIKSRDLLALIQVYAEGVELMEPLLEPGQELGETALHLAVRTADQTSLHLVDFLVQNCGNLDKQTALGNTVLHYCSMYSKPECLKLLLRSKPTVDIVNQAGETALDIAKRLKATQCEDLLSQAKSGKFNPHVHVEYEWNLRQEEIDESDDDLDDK
ADAM17 inh: ADAM17 inhibition, QFRET primary screen; actives 0.83% (n = 370,000); inhibition, % at 6.95 µM; recombinant ADAM17, EDANS/DABCYL FRET peptide cleavage;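 active means inhibition above the mean of compounds lying between control limits plus 3 SD, set per campaign, cut at about 8.5% in these data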;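 further: 0% = DMSO-only wells as the low control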
PLC-gamma1 inh: blocks human PLC-gamma1 enzyme activity | P19174 | purified PLC-gamma1, fluorogenic substrate, fluorescence | inhibition, % at 12.2 µM | actives 0.84% (n = 370,000) | AID 720700; in the data active means inhibition above about 9.5%
MBD2 DNA inh: inhibitors of human MBD2 binding to methylated oligonucleotide; Q9UBB5; inhibition, % at 4.4 µM; actives 0.31% (n = 370,000); TR-FRET; in the data active means inhibition above about 13%
Target sequence (Q9UBB5 whole entry, looked up): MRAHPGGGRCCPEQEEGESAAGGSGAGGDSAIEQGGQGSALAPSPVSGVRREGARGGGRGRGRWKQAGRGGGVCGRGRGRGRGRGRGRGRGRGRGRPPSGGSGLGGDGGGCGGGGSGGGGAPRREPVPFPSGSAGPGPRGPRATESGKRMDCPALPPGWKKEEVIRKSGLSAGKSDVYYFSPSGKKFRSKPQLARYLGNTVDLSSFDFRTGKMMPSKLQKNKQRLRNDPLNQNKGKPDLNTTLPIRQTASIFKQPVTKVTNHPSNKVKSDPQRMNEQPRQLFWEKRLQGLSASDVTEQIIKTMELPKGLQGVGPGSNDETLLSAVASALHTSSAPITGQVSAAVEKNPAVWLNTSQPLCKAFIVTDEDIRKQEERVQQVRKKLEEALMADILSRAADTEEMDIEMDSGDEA
ARFGAP1 inh: inhibitors of rat ARFGAP1 | Q62848 | Arfgap1-stimulated ARF1 GTP hydrolysis, GDP FP detection | inhibition, % at 16.5 µM | actives 0.26% (n = 360,000) | AID 651572;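 active means inhibition above a per-plate limit, mean inhibition of low control wells plus 3 SD, cut at about 25% in these data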;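 further: 0% = DMSO wells with enzyme and 100% = wells lacking Arfgap1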
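Repeats: one replicate per compound; assay system: rat Arfgap1 catalytic domain, aa 1-136; times: enzyme reaction 120 min at 25 °C after 20 min preincubation; detection: FP of antibody-bound GDP Alexa 633 tracer, ex 620/em 688 nm; benchmarks: high control wells lacking Arfgap1, low control full reaction with DMSO; reagent: human ARF1(Δ1-17)-GTP substrate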
Tn7 DDE FP: DD(E)-Tn7 binding inhibition, primary FP screen | P02675 | FP displacement of FITC-Tn7 peptide from fibrin DD(E); 0% = median of compound wells per plate | inhibition, % at 8.3 µM | actives 0.13% (n = 370,000);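 active means inhibition above the mean of compounds falling within the control limits plus 3 SD of them, cut at about 14% in these data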;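 further: 0% = plate median of compound wells and 100% = 10 µM Aha-Tn7 peptide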
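Test system: human clot-derived fibrin DD(E) complex / Quantity: 2 µM final DD(E) protein / Incubation: 10 min plus 3 h, room temperature / Measured by: fluorescence polarization / Benchmarks: high control of 10 µM Aha-Tn7 peptide / Replicates: singlicate testing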
PLCb3 inh: blocks human PLC-beta3 enzyme activity | AID 720704 | inhibition, % at 12.2 µM | Purified PLC-beta3, fluorogenic substrate, fluorescence | actives 0.18% (n = 370,000); in the data active means inhibition above about 11%;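 further: 0% = median of compound wells on plate and 100% = full blocker control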
Tn6 DDE FP: DD(E)-Tn6 binding inhibition, primary FP screen; inhibition, % at 8.3 µM; actives 0.21% (n = 370,000); Fibrin DD(E) TRITC-Tn6 fluorescence polarization displacement;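 active means inhibition above a per-campaign cutoff: mean of compounds within control limits plus 3 SD, cut at about 15% in these data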;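 further: 0% = median of all compound wells on the plate and 100% = blocking peptide control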
An asterisk follows results filed as active; i = inactive; nt = no result given.

SMILES	UHRF1 binding	KLK7 zymogen act	ASAP1 GAP inh	ADAM17 inh	PLC-gamma1 inh	MBD2 DNA inh	ARFGAP1 inh	Tn7 DDE FP	PLCb3 inh	Tn6 DDE FP
COc1ccc(CC(=O)Nc2ccc(-c3nc4cc(C)ccc4o3)c(O)c2)cc1OC	-2	-3.0	9	-2	-208	-7	6	-2	-240	-6
O=S1(=O)CCSC[C@@H](CN2CCN(c3ccccc3)CC2)N1	-2	-0.1	-2	-1	-3	4	1	6	-1	0
O=C(COC(=O)CCNS(=O)(=O)c1ccccc1)NC(=O)c1ccccc1	1	-0.2	-4	-2	-3	-2	8	2	-4	-4
COC(=O)C1=C(C)N(CCCC(=O)O)C(=O)NC1c1ccc(C(F)(F)F)cc1 (configuration not stated)	0	0.4	-4	-2	-2	0	4	-7	1	-2
O=C(CCCc1ccccc1)NCc1ccccc1Cl	4	-0.1	9	-3	1	3	0	-1	-7	7
Nc1cccc(-c2cn(-c3cc4cc(C#CC5(O)CCCCC5)ccc4oc3=O)nn2)c1	0	0.4	7	4	-9	6	4	2	-11	-6
COC(=O)CN1C(=O)CC(C)(C)S(=O)c2ccccc21 (configuration not stated)	-3	0.2	12	-4	1	1	-4	-6	4	-5
COc1ccc(CCNCc2c(-c3ccccc3)n(C)c3ccccc23)cc1	4	0.7	3	-5	9	3	8	1	-1	5
O=C(OC1CCOC1=O)c1cc(S(=O)(=O)N2CCOCC2)c(Cl)cc1Cl (configuration not stated)	-2	0.6	3	-2	4	-3	-12	-3	-5	0
Cc1ccccc1C(=O)NNC(=O)/C=C\C(=O)O	0	0.0	-8	-4	-3	2	4	-5	0	-4
COc1ccc(-c2cc(C(=O)N3CCCCC3)c3ccccc3n2)cc1OC	0	0.5	3	-9	-251	2	2	-8	-412	-6
Cc1ccc(NC(=O)COC(=O)C(NS(=O)(=O)c2ccc(Cl)cc2)C(C)O)cc1C (configuration not stated)	-1	-0.1	1	6	2	-5	14	-3	3	-2
COc1ccc(NC(C)=O)cc1CNC(=O)COc1c(C)c(C)cc(C)c1C	0	-0.7	-16	-4	1	6	3	-3	2	-3
COc1ccc(-c2csc(NC(=O)CN3C(=O)NC4(CCCC4)C3=O)n2)c(OC)c1	-3	0.4	4	3	-1	4	-5	10	-8	4
CSc1nc(C)cc(C)c1S(=O)(=O)c1ccccc1C	-1	0.4	-18	-3	0	1	-5	6	-3	1
O=C(NCc1cccnc1)c1ccccn1	-2	-0.4	7	0	1	3	1	2	2	9
CCOc1ccccc1NC(=O)CSc1nnc2ccc(-c3ccncc3)nn12	-2	0.6	4	-7	0	3	3	7	-7	0
COc1cc(C(=O)NCc2ccc3c(c2)OCO3)ccc1OCc1c(C)noc1C	0	-0.1	3	-2	-3	3	-6	0	3	-5
Cc1ccsc1C1Nc2ccc3ncccc3c2C2=C1C(=O)CC(C)(C)C2 (configuration not stated)	0	0.8	16	-26	-28	2	11	-4	-42	-9
Cc1cccc(NC(=O)c2nc[nH]c2C(=O)N[C@@H](C)CO)c1	-3	-0.1	1	-2	-1	3	5	1	-1	5
CN(C)c1ccc(N/C=C/C(=O)c2ccccc2)cc1	3	0.9	-7	-2	-8	-3	-8	3	-19	-4
COc1cc(OC)c2c(c1)C(=O)c1cc(OC)cc(OC)c1C2=O	-1	-0.2	-5	-3	-2	-3	-1	1	0	12
COc1ccc(/C=C2\SC(=O)N(CCNC(=O)Cc3coc4cc(OC)ccc34)C2=O)cc1	1	0.3	-10	-4	5	-1	-8	0	-2	1
COC(=O)c1ccc(Cn2cnc3c(Cl)ncnc32)cc1	20	0.0	17	-3	4	6	-3	0	2	-2

Reformatted: results already given.
UHRF1 binding | KLK7 zymogen act | ASAP1 GAP inh | ADAM17 inh | PLC-gamma1 inh | MBD2 DNA inh | ARFGAP1 inh | Tn7 DDE FP | PLCb3 inh | Tn6 DDE FP | structure
4 | 0.7 | 3 | -5 | 9 | 3 | 8 | 1 | -1 | 5 | COc1ccc(CCNCc2c(-c3ccccc3)n(C)c3ccccc23)cc1
-2 | 0.6 | 3 | -2 | 4 | -3 | -12 | -3 | -5 | 0 | O=C(OC1CCOC1=O)c1cc(S(=O)(=O)N2CCOCC2)c(Cl)cc1Cl (configuration not stated)
0 | 0.0 | -8 | -4 | -3 | 2 | 4 | -5 | 0 | -4 | Cc1ccccc1C(=O)NNC(=O)/C=C\C(=O)O
0 | 0.5 | 3 | -9 | -251 | 2 | 2 | -8 | -412 | -6 | COc1ccc(-c2cc(C(=O)N3CCCCC3)c3ccccc3n2)cc1OC
-1 | -0.1 | 1 | 6 | 2 | -5 | 14 | -3 | 3 | -2 | Cc1ccc(NC(=O)COC(=O)C(NS(=O)(=O)c2ccc(Cl)cc2)C(C)O)cc1C (configuration not stated)
0 | -0.7 | -16 | -4 | 1 | 6 | 3 | -3 | 2 | -3 | COc1ccc(NC(C)=O)cc1CNC(=O)COc1c(C)c(C)cc(C)c1C
-3 | 0.4 | 4 | 3 | -1 | 4 | -5 | 10 | -8 | 4 | COc1ccc(-c2csc(NC(=O)CN3C(=O)NC4(CCCC4)C3=O)n2)c(OC)c1
-1 | 0.4 | -18 | -3 | 0 | 1 | -5 | 6 | -3 | 1 | CSc1nc(C)cc(C)c1S(=O)(=O)c1ccccc1C
-2 | -0.4 | 7 | 0 | 1 | 3 | 1 | 2 | 2 | 9 | O=C(NCc1cccnc1)c1ccccn1
-2 | 0.6 | 4 | -7 | 0 | 3 | 3 | 7 | -7 | 0 | CCOc1ccccc1NC(=O)CSc1nnc2ccc(-c3ccncc3)nn12
0 | -0.1 | 3 | -2 | -3 | 3 | -6 | 0 | 3 | -5 | COc1cc(C(=O)NCc2ccc3c(c2)OCO3)ccc1OCc1c(C)noc1C
0 | 0.8 | 16 | -26 | -28 | 2 | 11 | -4 | -42 | -9 | Cc1ccsc1C1Nc2ccc3ncccc3c2C2=C1C(=O)CC(C)(C)C2 (configuration not stated)
-3 | -0.1 | 1 | -2 | -1 | 3 | 5 | 1 | -1 | 5 | Cc1cccc(NC(=O)c2nc[nH]c2C(=O)N[C@@H](C)CO)c1
3 | 0.9 | -7 | -2 | -8 | -3 | -8 | 3 | -19 | -4 | CN(C)c1ccc(N/C=C/C(=O)c2ccccc2)cc1
-1 | -0.2 | -5 | -3 | -2 | -3 | -1 | 1 | 0 | 12 | COc1cc(OC)c2c(c1)C(=O)c1cc(OC)cc(OC)c1C2=O
1 | 0.3 | -10 | -4 | 5 | -1 | -8 | 0 | -2 | 1 | COc1ccc(/C=C2\SC(=O)N(CCNC(=O)Cc3coc4cc(OC)ccc34)C2=O)cc1
20 | 0.0 | 17 | -3 | 4 | 6 | -3 | 0 | 2 | -2 | COC(=O)c1ccc(Cn2cnc3c(Cl)ncnc32)cc1

Further structures follow.
SMILES	UHRF1 binding	KLK7 zymogen act	ASAP1 GAP inh	ADAM17 inh	PLC-gamma1 inh	MBD2 DNA inh	ARFGAP1 inh	Tn7 DDE FP	PLCb3 inh	Tn6 DDE FP
COc1ccc2c(CC(=O)Nc3nc(C)cs3)coc2c1	3	-0.1	-6	-4	0	4	3	4	-9	0
CN(CC(=O)NCC(=O)Nc1ccc(F)c(F)c1F)C1CCS(=O)(=O)C1 (configuration not stated)	3	1.0	-2	-8	2	-5	4	5	-10	-1
Cc1cc(C)n(C(=O)CNC(=O)c2cccs2)n1	-2	0.0	-3	-5	-1	-6	-2	-3	-1	2
COc1ccc(N(C)C(=O)Cc2c(C(=O)O)n(C)c3ccccc23)c(OC)c1	-1	-0.5	-3	-6	-2	5	3	4	0	0
CCCCOc1ccc(N(CC(=O)NC(C)(C)CC)C(=O)CCC(=O)Nc2ccccn2)cc1	0	-0.2	8	-5	0	7	9	-2	-5	-2
COc1ccccc1-c1cc(-c2ccccc2)nc(SC(C(N)=O)c2ccccc2)c1C#N (configuration not stated)	2	-1.3	-7	-4	-230	-2	4	2	-11	-2
O=C(CC1CCCC1)N1CC[C@H]2[C@H](CCCN2Cc2cc(F)cc(F)c2)C1	1	0.6	nt	0	6	-1	nt	3	4	-1
Cc1ccccc1C(=O)NC1CCN(C(=O)N(c2ccccc2)c2ccccc2)CC1	-1	0.7	-12	-4	2	-2	-5	2	4	4
CC(=O)Nc1ccc(C(=O)OC2CCCCC2=O)cc1 (configuration not stated)	-3	0.1	-1	1	5	2	11	-4	0	8
Cc1cc(NS(=O)(=O)c2ccc(NC(=O)Cc3ccc(Cl)c(F)c3)cc2)no1	0	-0.2	nt	-5	-2	-1	nt	6	-4	-6
COc1ccccc1NC(=O)N(C)C[C@@H]1OCc2ccccc2-c2c(n(C)c3ccccc23)C(=O)N([C@H](C)CO)C[C@@H]1C	-3	0.1	-1	3	0	1	4	5	6	6
CSC1=NCCN1C(=O)c1c(-c2ccccc2Cl)noc1C	-1	-0.3	2	1	4	-5	9	-3	6	-5

Reprinted from the part before: two compounds; new compounds follow.
SMILES	UHRF1 binding	KLK7 zymogen act	ASAP1 GAP inh	ADAM17 inh	PLC-gamma1 inh	MBD2 DNA inh	ARFGAP1 inh	Tn7 DDE FP	PLCb3 inh	Tn6 DDE FP
COc1ccccc1NC(=O)N(C)C[C@@H]1OCc2ccccc2-c2c(n(C)c3ccccc23)C(=O)N([C@H](C)CO)C[C@@H]1C	-3	0.1	-1	3	0	1	4	5	6	6
CSC1=NCCN1C(=O)c1c(-c2ccccc2Cl)noc1C	-1	-0.3	2	1	4	-5	9	-3	6	-5
Cc1ccc(CNC(=O)C2CCC(=O)N(C3CC3)C2)cc1 (configuration not stated)	0	-1.0	1	2	-1	-3	-4	0	1	4
Cc1ccc2[nH]c3c(c2c1)CN(C(=O)CN1CCCc2ccccc21)CC3	-6	1.0	6	-7	-53	-5	-3	3	-58	-12
CCOC(=O)C(/C(N)=N/C(=O)Nc1ccccc1)=C(\C)O	-1	-0.8	3	-4	-1	-1	15	0	0	-6
Nn1cc(-c2ccccc2)nc1SCC(=O)N1CCN(S(=O)(=O)c2ccc(Cl)cc2)CC1	-2	-0.2	-4	-5	-5	-8	0	5	-4	3
O=C(COC(=O)c1ccccc1NCCO)NCCc1ccccc1	1	19*	5	-434	i	-5	1	-4	i	-8
CCOC(=O)C1CCCN(c2ccc(NC(=O)c3snc4c(=O)[nH]cnc34)cc2)C1 (configuration not stated)	-3	0.3	-1	-3	-4	-4	10	-1	-1	2
COc1cc(NC(=O)CNc2ccc(Cl)c(S(=O)(=O)N3CCOCC3)c2)cc(OC)c1	-1	-0.1	8	0	-3	-9	8	2	-4	5
COc1ccc(C(=O)NC(=S)N2CC(C)OC(C)C2)cc1OC (configuration not stated)	-3	0.5	11	-2	2	2	0	4	5	-6
COc1ccc(CCNC(=O)Nc2ccc3c(c2)c(=O)n(C)n3Cc2ccc(Cl)cc2)cc1OC	-2	-8.8	8	-350	-308	-6	-7	-10	-405	5
CCOC(=O)[C@]12CCCC=C1N(Cc1ccccc1)C(=O)[C@H](CC(=O)NCCCOC)C2	-2	-0.2	4	-3	1	-1	0	-4	5	-9
CN1C(=O)C(CC(=O)Nc2ccc(F)cc2)N(Cc2ccco2)C1=S (configuration not stated)	-3	-0.1	-1	0	-2	2	10	-3	2	6
Cc1ccc(NS(=O)(=O)c2ccc3c(c2)NC(=O)CCS3)c(C)c1	0	-0.1	-3	1	0	2	-1	6	-5	6

Screens as filed in PubChem BioAssay.
